# Assay outcomes deposited in PubChem by NMMLSC.
# CIT2-GFP yeast = modulators of CIT2-GFP expression in yeast, primary screen, S. cerevisiae, GFP fusion, multiplex flow cytometry, MLPCN library; S. cerevisiae CIT2-GFP strain, 3 h; 100 means same as DMSO wells; GFP response vs DMSO, % at 10 µM; AID 2029, 2009; actives 0.065% (n = 320,000);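 active means GFP response relative to DMSO above a set limit, near the screen mean plus 3 SD, cut at about 150% in these data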;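 further: ratio of well median GFP fluorescence to mean of DMSO wells on the plate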
# CR mimetic SO = reduction of superoxide in aged yeast, primary screen, HTS; S. cerevisiae aged cells, superoxide DHE fluorescence; hits give low values; superoxide response (% of plate mean), % at 10 µM; actives 0.18% (n = 330,000);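 active means superoxide response under a set limit, about three screen SD below normal, cut at about 65% in these data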;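 further: yeast aged for seven days with compound at 30 °C before DHE staining; 100% = average MFI of all compound-treated wells on the plate with controls excluded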
# VLA-4 inh = inhibition in human VLA-4 binding assay, primary screen, VLA-4 allosteric modulator project, MLPCN library, flow cytometry, VLA-4 expressing cells; Integrin alpha-4 (Homo sapiens), P13612; ligand binding flow cytometry; inhibition, % (about 7 µM as worked out from the volumes in the protocol); actives 0.2% (n = 330,000); AID 2557, 2010; in the data active means inhibition above about 50%
# GRK2 aptamer HTS = compounds blocking aptamer binding on GRK2 – biochemical, human GRK2, bead flow cytometry, HTS, primary screen; actives 0.59% (n = 330,000); AID 488847, 2010; inhibition of aptamer binding, % at 10 µM; FAM-aptamer displacement from GRK2;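 active means inhibition of aptamer binding above 40%, roughly 3 SD of noise, on plates passing a quality check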;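 further: median bead fluorescence of bound FAM aptamer so fluorescent compounds give negative values; no value below 0 was filed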
# Target sequence (P25098 whole entry, looked up): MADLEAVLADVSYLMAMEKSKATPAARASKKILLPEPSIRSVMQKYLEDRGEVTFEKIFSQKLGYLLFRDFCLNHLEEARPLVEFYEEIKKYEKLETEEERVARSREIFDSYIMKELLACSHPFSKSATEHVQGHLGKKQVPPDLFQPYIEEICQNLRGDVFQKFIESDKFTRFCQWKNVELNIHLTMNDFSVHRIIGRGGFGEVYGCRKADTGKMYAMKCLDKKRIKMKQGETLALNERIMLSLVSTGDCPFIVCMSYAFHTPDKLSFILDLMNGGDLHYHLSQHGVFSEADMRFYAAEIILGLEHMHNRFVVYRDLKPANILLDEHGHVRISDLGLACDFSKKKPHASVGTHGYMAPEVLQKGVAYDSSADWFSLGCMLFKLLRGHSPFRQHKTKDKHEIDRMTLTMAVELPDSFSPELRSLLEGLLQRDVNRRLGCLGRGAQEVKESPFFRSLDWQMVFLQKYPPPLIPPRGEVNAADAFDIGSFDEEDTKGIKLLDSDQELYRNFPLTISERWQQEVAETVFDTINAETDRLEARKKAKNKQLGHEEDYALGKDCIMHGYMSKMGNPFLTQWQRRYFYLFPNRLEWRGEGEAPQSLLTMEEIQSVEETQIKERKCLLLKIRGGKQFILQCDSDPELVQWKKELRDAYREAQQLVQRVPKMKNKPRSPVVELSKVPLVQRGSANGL
# RPL19A-GFP yeast = RPL19A-GFP expression modulators in yeast, primary screen, cell-based, S. cerevisiae, multiplex flow cytometry, MLPCN | percent response vs DMSO, % at 10 µM | actives 0.3% (n = 330,000) | S. cerevisiae RPL19A-GFP strain, 3 h; hits give low values | AID 2025, 2009;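 active means percent response vs DMSO below 50%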;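 further: median channel GFP fluorescence of the barcoded RPL19A-GFP strain; ratio of sample median GFP to plate DMSO average so 100% = DMSO; lower means less RPL19A-GFP as with rapamycin TOR inhibition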
# MEP2 TOR yeast = modulators of MEP2-GFP levels in yeast, primary screen, S. cerevisiae, multiplex flow cytometry, MLPCN library; S. cerevisiae MEP2-GFP strain, 3 h; 100% = DMSO control level; actives 0.51% (n = 330,000); GFP response vs DMSO, % at 10 µM;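 active means GFP response versus DMSO above a set limit, roughly screen mean plus 3 SD, cut at about 180% in these data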;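 further: median GFP fluorescence of the barcode-gated MEP2-GFP cells per well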
# AGP1 TOR yeast = modulators of AGP1-GFP expression in yeast TOR pathway, primary screen, cell-based, multiplex flow cytometry, S. cerevisiae, MLPCN library. 3 h; GFP as percent of DMSO wells. GFP response vs DMSO, % at 10 µM. actives 0.02% (n = 320,000). AID 2066, 2009;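 active means GFP response relative to DMSO above a set limit, near screen average plus 3 SD, cut at about 150% in these data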;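 further: median GFP channel fluorescence of the gated AGP1 strain per well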
# LAP4 TOR yeast = modulators of LAP4-GFP expression in yeast, primary screen, S. cerevisiae, multiplex flow cytometry, MLPCN library. AID 2023, 2009. actives 0.34% (n = 320,000). 3 h; median GFP as percent of DMSO wells. GFP response vs DMSO, % at 10 µM;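 active means GFP response vs DMSO above a set limit, about the screen mean plus 3 SD, cut at about 150% in these data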
# An asterisk follows results filed as active; x = not tested or not shown.
molecule,CIT2-GFP yeast,CR mimetic SO,VLA-4 inh,GRK2 aptamer HTS,RPL19A-GFP yeast,MEP2 TOR yeast,AGP1 TOR yeast,LAP4 TOR yeast
Cc1cccc(-n2ncc3c(N(C)Cc4ccccc4)ncnc32)c1,94,97,27,1,101,105,104,107
O=C1c2cccnc2C(Nc2ccccc2Br)N1Cc1ccco1 (stereo not drawn),104,104,12,30,104,108,105,95
CSc1ccccc1OCc1cc(C(=O)NCCn2nc(C)cc2C)no1,93,102,9,5,100,98,97,101
Cc1nnc(NC(=O)c2cccc(NC(=O)C(C)C)c2)s1,104,106,9,3,101,109,108,102
CCCOc1ccc(-c2c(=O)n(OCc3ccc([N+](=O)[O-])cc3)c3ccccc3[n+]2[O-])cc1,102,88,8,3,105,102,100,95
CCN(C(=O)COC(=O)c1cccc(S(=O)(=O)N(CC)CC)c1)C1CCS(=O)(=O)C1 (stereo not drawn),98,79,-4,0,102,97,94,96
COc1ccc2c(c1)c1ncn(CC3CCCO3)c(=O)c1n2C (stereo not drawn),93,98,4,2,95,89,102,106
Cc1cc(SCC(=O)Nc2cccnc2Cl)nc2ccccc12,91,103,5,4,93,97,94,91
COc1ccc(CCNC(=O)CSc2nn(-c3ccccc3)c(=S)s2)cc1OC,98,79,14,0,102,104,101,95
O=C(NCCCN1CCOCC1)c1cc(C(=O)C2CCCCC2)c[nH]1,106,95,-3,0,102,100,105,95
CCOC(=O)c1ccc(NC(=O)CCc2nnc3ccc(N4CCN(C)CC4)nn23)cc1,97,96,-1,0,95,96,91,84
CC(=O)c1c(C)[nH]c(C(=O)OCC(=O)Nc2cccc(S(=O)(=O)N3CCCC3)c2)c1C,115,93,-19,2,106,109,113,104
CC(Sc1nc(N)cc(=O)[nH]1)C(=O)NCC(=O)Nc1ccc(F)c(F)c1F (stereo not drawn),96,94,-7,3,93,99,94,97
COC(=O)CC1=NN(c2nc(C)cc(C)n2)C(=O)C1,118,109,3,7,109,98,103,105
CC(C)CNCC(=O)N1c2ccccc2Sc2ccccc21,94,91,8,4,99,101,99,103
COc1ccc(OCCCN2CCCC(C)C2)cc1 (stereo not drawn),95,89,6,0,96,93,97,95
COc1ccc2c(C)cc(Sc3nnnn3-c3ccccc3)nc2c1,94,98,4,1,100,91,99,98
O=C1CC(NS(=O)(=O)c2ccc(F)cc2)CN1c1ccc2c(c1)OCCO2 (stereo not drawn),109,89,-2,0,98,104,102,101
O=C(NCCCCc1ccccc1)c1ccc(F)cc1,82,78,4,x,96,103,97,121
O=C(c1c(Cl)cccc1Cl)N1CCN(c2cccc3[nH]ccc23)CC1,113,83,14,0,110,110,113,114
Cc1ccc(CN2CCC(NC(=O)c3ccccc3)CC2)cc1,92,113,2,1,101,104,98,99
COc1cccc(C(=O)C2CCCN(C(=O)CCC3=NNC(=O)CC3)C2)c1 (stereo not drawn),95,109,4,6,99,111,94,94
Cc1oc(-c2ccccc2F)nc1CN1CCC(C(=O)NCCC2=CCCCC2)CC1,95,104,4,0,97,99,96,97
CC(=O)c1cccc(NC(=S)NCCc2ccc(F)cc2)c1,80,100,5,0,93,89,92,102
C(=N\n1cnnc1SCc1ccccc1)/c1ccco1,94,109,1,3,96,101,92,95
CCCNCC1COc2ccccc2O1 (stereo not drawn),96,101,6,5,104,105,97,103
CCC1CCCCN1Cc1nc2c(c(=O)n(C)c(=O)n2C)n1CC(C)C (stereo not drawn),132,121,13,0,110,105,120,112
O=C(CSc1nc2ccccc2s1)NCCOc1ccc(Cl)cc1,85,103,11,0,97,97,94,118
CCSc1nnc(-c2cc(Br)ccc2NC(C)=O)c(=O)[nH]1,108,105,21,0,112,110,99,94
COc1ccc(C(=O)CC(=O)C(=O)Nc2cc(C)ccc2C)cc1,92,112,4,0,104,96,102,94
O=C(CCNC(=O)c1ccc(Br)cc1)NCCCN1CCOCC1,94,110,-2,2,101,100,99,99
Cc1ccc(C)c(-n2c(-c3ccc4c(c3)OCO4)n[nH]c2=S)c1,99,89,x,3,102,99,99,100
Cc1ccccc1-n1nnnc1SCc1csc(-c2ccccc2)n1,x,96,8,0,94,97,95,91
CCN(CC)c1nc(C)c2c(c1C#N)CC(C)(C)OC2,96,107,23,1,98,101,99,102
COc1ccc(NS(=O)(=O)c2ccc(OCC(=O)N3CCOCC3)cc2)cc1,94,100,4,0,97,98,101,93
Cc1cccc(Cn2c(C)nc3c(N)c(C)c(C)cc32)c1,96,101,4,0,95,89,97,96
COc1ccc(Br)cc1/C=N/NC(=O)c1cc(Br)ccc1O,99,97,-5,0,98,103,101,101
CC1(C(=O)O)CCC(C(=O)NNC(=O)c2ccccc2O)C1(C)C (stereo not drawn),98,101,11,2,105,107,98,100
COc1cccc(NC(=O)C2C3C=CC4(O3)C2C(=O)N(C2CC2)C4C(=O)NC2CCCCC2C)c1 (stereo not drawn),101,111,-2,1,97,98,98,89
O=C(CN1C(=O)CC(c2ccco2)Sc2ccccc21)NC1CCCCC1 (stereo not drawn),94,100,0,4,99,96,94,108

# Complete entries from above. Screens in order: CIT2-GFP yeast	CR mimetic SO	VLA-4 inh	GRK2 aptamer HTS	RPL19A-GFP yeast	MEP2 TOR yeast	AGP1 TOR yeast	LAP4 TOR yeast
# O=C(CN1C(=O)CC(c2ccco2)Sc2ccccc21)NC1CCCCC1 (stereo not drawn) as listed: 94	100	0	4	99	96	94	108
# CCN(CC)c1nc(C)c2c(c1C#N)CC(C)(C)OC2 as listed: 96	107	23	1	98	101	99	102

# More results.
molecule,CIT2-GFP yeast,CR mimetic SO,VLA-4 inh,GRK2 aptamer HTS,RPL19A-GFP yeast,MEP2 TOR yeast,AGP1 TOR yeast,LAP4 TOR yeast
Cc1ccc(NC(=O)CSc2nc3c(c(=O)[nH]2)CCCC3)cc1C,104,115,2,4,101,112,100,98
FC(F)(F)c1nnc2ccc(Cl)nn12,106,82,-16,0,99,99,98,89
Cc1cc(C)cc(C(=O)NCC(=O)OCC(=O)Nc2cccnc2Cl)c1,84,79,6,0,88,79,83,84
NNC(=O)c1n[nH]c(=O)c2ccccc12,98,93,6,2,98,99,105,112
Cc1cccc(/C=N/NC(=O)Cc2cccs2)c1,90,112,-3,7,97,96,97,106
CCC(CC)NC(=O)Nc1ccccc1C,96,117,8,0,98,99,94,86
COc1cc(NC(=O)c2ccc(S(=O)(=O)N(C)c3ccccc3OC)cc2)cc(OC)c1,101,120,-288,0,99,103,103,100
Cc1ccc(S(=O)(=O)N(C)c2ccc(C(=O)NCC(c3cccs3)N3CCOCC3)cc2)cc1 (stereo not drawn),98,102,-20,0,99,101,97,93
CCc1nn(CCCC(=O)Nc2ccc(C)c(C)c2)c(=O)c2cc3occc3n12,91,126,35,2,97,98,95,100
COC(=O)c1c(NC(=O)c2ccco2)sc2c1C(C(=O)OC)CC2 (stereo not drawn),93,97,-4,2,95,108,94,101
CN(CCN(C)C(=O)c1[nH]cnc1C(=O)Nc1ccccc1)C(=O)c1[nH]cnc1C(=O)Nc1ccccc1,85,102,-14,5,105,98,90,91
COc1ccc(S(=O)(=O)N(C)CC(=O)Nc2ccc3c(c2)OCCO3)cc1OC,90,84,12,0,90,90,x,96
CCC(NC(=O)Cc1c(C)c2cc3c(cc2oc1=O)OC(C)(C)CC3)C(=O)O (stereo not drawn),98,97,4,1,100,96,92,84
COC/C=C/C1=CC2=CC(=O)C(C)(OC(=O)c3cccs3)C(=O)C2=CO1 (stereo not drawn),102,99,-6,0,98,100,103,92
Cc1cc(CNC(=O)COC(=O)C2CC3CCCC(C2)C3=O)cc(C)c1O (stereo not drawn),97,82,-11,0,93,95,106,111
COC(=O)c1sccc1NC(=O)Cn1nnc(-c2ccc(C)cc2)n1,93,97,4,0,99,99,102,104
COc1cccc(OC)c1C(=O)OCC(=O)NC1CCCCCC1,93,113,0,0,98,101,103,103
Cc1ccc(C(NC(=O)N2CCN(C)CC2)C(Cl)Cl)cc1F (stereo not drawn),100,80,-11,3,101,93,104,100
CC(C)N1CC(C(=O)Nc2ccc(Br)c(Cl)c2)CC1=O (stereo not drawn),100,80,11,0,102,103,115,102
CC1=NNC(=O)C(CC(=O)Nc2ccc(Cl)c(Cl)c2)C1 (stereo not drawn),104,93,18,2,104,103,99,91
CN(C)c1ccc(/C=N/NC(=O)CNC(=O)c2ccco2)cc1,94,91,15,0,95,96,101,100
CCn1nnnc1SCC(=O)Nc1nnc(C(C)C)s1,99,96,9,2,106,110,106,111
CN(/N=C/c1ccc(O)cc1O)c1nc(-c2ccccc2)cc(-c2ccccc2)n1,94,109,0,0,98,136,95,108
COc1cccc2[nH]c3c(N4CCC(C)CC4)ncnc3c12,97,99,-5,2,99,103,98,98
COc1cccc(-n2c(SCC(N)=O)nnc2-c2ccco2)c1,103,99,6,2,98,98,91,94

# Filtered by structure, the entries above containing an aryl thioether with sulfur outside any ring.
molecule,CIT2-GFP yeast,CR mimetic SO,VLA-4 inh,GRK2 aptamer HTS,RPL19A-GFP yeast,MEP2 TOR yeast,AGP1 TOR yeast,LAP4 TOR yeast
CSc1ccccc1OCc1cc(C(=O)NCCn2nc(C)cc2C)no1,93,102,9,5,100,98,97,101
Cc1cc(SCC(=O)Nc2cccnc2Cl)nc2ccccc12,91,103,5,4,93,97,94,91
COc1ccc(CCNC(=O)CSc2nn(-c3ccccc3)c(=S)s2)cc1OC,98,79,14,0,102,104,101,95
CC(Sc1nc(N)cc(=O)[nH]1)C(=O)NCC(=O)Nc1ccc(F)c(F)c1F (stereo not drawn),96,94,-7,3,93,99,94,97
COc1ccc2c(C)cc(Sc3nnnn3-c3ccccc3)nc2c1,94,98,4,1,100,91,99,98
C(=N\n1cnnc1SCc1ccccc1)/c1ccco1,94,109,1,3,96,101,92,95
O=C(CSc1nc2ccccc2s1)NCCOc1ccc(Cl)cc1,85,103,11,0,97,97,94,118
CCSc1nnc(-c2cc(Br)ccc2NC(C)=O)c(=O)[nH]1,108,105,21,0,112,110,99,94
Cc1ccccc1-n1nnnc1SCc1csc(-c2ccccc2)n1,x,96,8,0,94,97,95,91
Cc1ccc(NC(=O)CSc2nc3c(c(=O)[nH]2)CCCC3)cc1C,104,115,2,4,101,112,100,98
CCn1nnnc1SCC(=O)Nc1nnc(C(C)C)s1,99,96,9,2,106,110,106,111
COc1cccc(-n2c(SCC(N)=O)nnc2-c2ccco2)c1,103,99,6,2,98,98,91,94
